PrPC surface inh: reduces human prion protein on the cell surface; AID 720596; 370,000 compounds, 0.43% hits; P04156; cell surface PrPC, TR-FRET read-out; inhibition, % at 13.8 µM; in the data active = inhibition above about 24%; also: 0% = median of the test wells and 100% = reference compound wells
Mtb BioA inh: inhibitors of Mycobacterium tuberculosis BioA enzyme. purified M. tuberculosis BioA enzyme, plate reader. inhibition, % at 9.99 µM. 360,000 compounds, 0.096% hits; in the data active = inhibition above about 40%; inconclusive = no clear call, values can overlap the other calls
FadD28 binding: inhibitors of Mycobacterium tuberculosis FadD28 bisubstrate binding. FadD28 bisubstrate probe binding, fluorescence polarization. inhibition, % at 12.5 µM. 360,000 compounds, 0.22% hits; in the data active = inhibition above about 8.5%, passing the limit was not always enough; inconclusive = no clear call, values can overlap the other calls
MazF activator: MazEF (E. coli) toxin RNase activation; 350,000 compounds, 0.32% hits; activation, % at 20 µM; P0AE70; FAM/BHQ RNA-DNA oligo cleavage fluorescence, 5 h; in the data active = activation above about 50%
Target sequence (P0AE70 whole entry, looked up): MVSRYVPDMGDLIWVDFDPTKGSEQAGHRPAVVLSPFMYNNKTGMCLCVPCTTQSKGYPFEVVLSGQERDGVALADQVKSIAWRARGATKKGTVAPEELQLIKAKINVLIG
UGM FP inh: Mtb UDP-galactopyranose mutase inhibition; 320,000 compounds, 0.06% hits; P9WIQ1; inhibition, % at 10 µM; purified UGM, fluorescence polarization probe displacement; in the data active = inhibition above about 10%, passing the limit was not always enough; inconclusive = no clear call, values can overlap the other calls
BoNT F protease: blocks Botulinum neurotoxin F light chain protease. Multiplex microsphere protease cleavage assay, flow cytometry. inhibition, % at 10 µM. 360,000 compounds, 0.22% hits. AID 588497; in the data active = inhibition above about 35%, passing the limit was not always enough; inconclusive = no clear call, values can overlap the other calls; also: plate controls were buffer without enzyme for full effect and enzyme alone for no effect
GDH-TPI counter: counter-screen for M. tuberculosis FBA inhibitors: GDH-TPI coupled enzymes. 360,000 compounds, 1.2% hits. inhibition, % at 4.8 µM. AID 588335. GDH-TPI coupled enzyme counterscreen, NADH absorbance; in the data active = inhibition above about 30%;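 also: 0% = DMSO wells and 100% = wells lacking the enzyme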
Rv3671c inh: inhibits the M. tuberculosis serine protease Rv3671c. P9WHR9. inhibition, % at 5.96 µM. 320,000 compounds, 0.048% hits. AID 2606; in the data active = inhibition above about 38%;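 also: extracellular domain of Rv3671c used as enzyme; 0% = enzyme with DMSO and 100% = no enzyme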
Target sequence (P9WHR9 whole entry, looked up, the tested form may be a part): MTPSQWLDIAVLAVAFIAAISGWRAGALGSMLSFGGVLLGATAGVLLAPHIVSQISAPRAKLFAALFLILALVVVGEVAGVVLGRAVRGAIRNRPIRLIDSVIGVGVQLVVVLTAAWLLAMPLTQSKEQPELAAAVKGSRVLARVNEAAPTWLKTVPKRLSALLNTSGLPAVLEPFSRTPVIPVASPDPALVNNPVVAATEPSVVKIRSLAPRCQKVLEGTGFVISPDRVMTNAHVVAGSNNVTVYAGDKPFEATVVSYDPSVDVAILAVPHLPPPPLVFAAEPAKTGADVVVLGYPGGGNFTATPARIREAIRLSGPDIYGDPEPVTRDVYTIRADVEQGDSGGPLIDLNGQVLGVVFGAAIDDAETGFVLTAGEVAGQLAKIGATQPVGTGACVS
FBA Mtb inh: inhibits M. tuberculosis FBA enzyme | P9WQA3 | purified M. tuberculosis FBA, fluorescence read-out | inhibition, % at 1 µM | 360,000 compounds, 2.3% hits | AID 588726; in the data active = inhibition above about 27%;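 also: 0% = vehicle and 100% = reference inhibitor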
Target sequence (P9WQA3 whole entry, looked up): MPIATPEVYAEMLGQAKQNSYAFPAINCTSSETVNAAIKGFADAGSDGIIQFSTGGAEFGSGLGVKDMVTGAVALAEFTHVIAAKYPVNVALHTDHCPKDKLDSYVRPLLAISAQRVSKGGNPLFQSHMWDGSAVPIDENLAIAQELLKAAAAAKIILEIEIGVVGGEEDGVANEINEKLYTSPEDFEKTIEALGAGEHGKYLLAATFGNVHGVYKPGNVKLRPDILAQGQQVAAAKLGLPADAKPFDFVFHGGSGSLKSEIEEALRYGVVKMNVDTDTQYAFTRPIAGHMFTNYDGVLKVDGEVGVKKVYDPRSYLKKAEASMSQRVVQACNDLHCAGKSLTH
Numbers without * were called inactive.

What do the screens show for `O=C(OCC#CCSc1nnc(-c2ccccc2)o1)c1ccco1`?
PrPC surface inh: 3; Mtb BioA inh: -2.3; FadD28 binding: -1.7; MazF activator: 1; UGM FP inh: -1.0; BoNT F protease: -1; GDH-TPI counter: 2; Rv3671c inh: 0; FBA Mtb inh: -3

What do the screens show for `Cc1cc(C)c([C@@H]2C[C@H]3CN(C4CCCC4)C(=O)[C@]34CCCN24)c(-n2cccn2)c1`?
PrPC surface inh: -11; Mtb BioA inh: -3.0; FadD28 binding: -2.4; MazF activator: -3; UGM FP inh: 0.4; BoNT F protease: 4; GDH-TPI counter: 1; Rv3671c inh: 3; FBA Mtb inh: -2

What do the screens show for `O=C(CN1C(=O)c2cccc3cccc1c23)NCc1ccc2c(c1)OCO2`?
PrPC surface inh: -8; Mtb BioA inh: -3.1; FadD28 binding: -3.4; MazF activator: -2; BoNT F protease: -2; GDH-TPI counter: 4; Rv3671c inh: 1; FBA Mtb inh: 9

Results for C/C(=N/NC(=O)CNC(=O)COc1ccccc1)c1ccco1 ?
PrPC surface inh: -5; FadD28 binding: 2.6; MazF activator: 4; UGM FP inh: 1.8; BoNT F protease: -7; GDH-TPI counter: 6; Rv3671c inh: -7; FBA Mtb inh: 0

Results for O=C(COc1ccc(F)cc1)N(Cc1ccco1)C1CCS(=O)(=O)C1 (stereo unspecified) ?
PrPC surface inh: -7; FadD28 binding: -1.8; MazF activator: 4; UGM FP inh: 0.3; BoNT F protease: 0; GDH-TPI counter: 7; Rv3671c inh: 6; FBA Mtb inh: 5

What do the screens show for `COc1ccc(S(=O)(=O)N2CCCCCC2)cc1C(=O)N(C)CCOc1ccc(Cl)cc1`?
PrPC surface inh: 15; Mtb BioA inh: 1.6; FadD28 binding: -0.7; MazF activator: 1; UGM FP inh: 1.4; BoNT F protease: -29; GDH-TPI counter: -5; Rv3671c inh: 1; FBA Mtb inh: 3

How did CCCN1CCC(=O)N(CCOc2ccccc2)CC1 do in these assays?
PrPC surface inh: -7; Mtb BioA inh: -1.0; FadD28 binding: -2.3; MazF activator: 5; UGM FP inh: -1.5; BoNT F protease: -8; GDH-TPI counter: 3; Rv3671c inh: 0; FBA Mtb inh: 0

Results for COC(=O)C1=C(C)NC(=O)C1(Nc1nccs1)C(F)(F)F (stereo unspecified) ?
PrPC surface inh: 3; Mtb BioA inh: 0.1; FadD28 binding: -3.6; MazF activator: 5; UGM FP inh: 0.1; BoNT F protease: 6; GDH-TPI counter: 7; Rv3671c inh: -1; FBA Mtb inh: -1

How did CCOC(=O)C(Cc1ccccc1)NC(=O)Cn1nnc(-c2ccccc2)n1 (stereo unspecified) do in these assays?
PrPC surface inh: 0; FadD28 binding: -2.6; MazF activator: 4; UGM FP inh: 1.0; BoNT F protease: -2; GDH-TPI counter: -12; Rv3671c inh: 4; FBA Mtb inh: -1

How did C=CCn1c(CSCc2ccc(Cl)cc2)nnc1SCC(=O)NCc1ccccc1 do in these assays?
PrPC surface inh: 6; Mtb BioA inh: 4.2; FadD28 binding: -6.9; MazF activator: -2; UGM FP inh: 0.0; BoNT F protease: -1; GDH-TPI counter: 3; Rv3671c inh: -7; FBA Mtb inh: 4

Results for Cc1onc(NC(=O)NC(=O)c2ccccc2F)c1Br ?
PrPC surface inh: -5; Mtb BioA inh: -1.0; FadD28 binding: -2.4; MazF activator: 3; UGM FP inh: -1.3; BoNT F protease: 1; GDH-TPI counter: -1; Rv3671c inh: 7; FBA Mtb inh: -2

What do the screens show for `CCOC(=O)c1ccc(NC(=O)c2nn(CC)cc2Br)cc1`?
PrPC surface inh: 8; Mtb BioA inh: -5.0; FadD28 binding: 0.7; MazF activator: 8; UGM FP inh: 4.7; BoNT F protease: -1; GDH-TPI counter: 7; Rv3671c inh: -12; FBA Mtb inh: 4

How did CC1c2ccsc2CCN1S(=O)(=O)c1cccs1 (stereo unspecified) do in these assays?
PrPC surface inh: -4; FadD28 binding: 1.8; MazF activator: -12; UGM FP inh: 2.5; BoNT F protease: 2; GDH-TPI counter: 9; Rv3671c inh: 4; FBA Mtb inh: 2

Results for COc1ccc(S(=O)(=O)NCC2CCCO2)cc1NC(=O)c1ccccc1F (stereo unspecified) ?
PrPC surface inh: -12; Mtb BioA inh: -1.6; FadD28 binding: -3.1; MazF activator: -2; UGM FP inh: 0.8; BoNT F protease: 2; GDH-TPI counter: -1; Rv3671c inh: -11; FBA Mtb inh: 1

How did Cc1ccc(N2/C(=N/c3nc(C)cc(C)n3)NC(=O)CC2C(=O)O)cc1 (stereo unspecified) do in these assays?
PrPC surface inh: 0; Mtb BioA inh: -1.0; FadD28 binding: -3.0; MazF activator: 0; UGM FP inh: 2.9; BoNT F protease: 2; GDH-TPI counter: -6; Rv3671c inh: -4; FBA Mtb inh: -1

How did O=c1c2[nH]c3ccccc3c2ncn1Cc1ccco1 do in these assays?
PrPC surface inh: 2; Mtb BioA inh: 0.1; FadD28 binding: -1.9; MazF activator: 6; UGM FP inh: 3.7; BoNT F protease: 3; GDH-TPI counter: 1; Rv3671c inh: -6; FBA Mtb inh: 6

How did CC(=O)CC(=O)Nc1ccc2ccccc2c1 do in these assays?
PrPC surface inh: 2; Mtb BioA inh: 1.1; FadD28 binding: 0.3; MazF activator: 1; UGM FP inh: 0.6; BoNT F protease: -6; GDH-TPI counter: -1; Rv3671c inh: -20; FBA Mtb inh: 3

What do the screens show for `COc1ccc(-n2c(SCC(=O)Nc3nccs3)nc3sc4c(c3c2=O)CCN(C)C4)cc1`?
PrPC surface inh: -4; Mtb BioA inh: 8.2; FadD28 binding: -2.3; MazF activator: 6; UGM FP inh: -0.5; BoNT F protease: -10; GDH-TPI counter: 32*; Rv3671c inh: -14; FBA Mtb inh: 3

Results for CC1(C(=O)OCC(=O)NCc2ccc(Cl)cc2)CC1(Cl)Cl (stereo unspecified) ?
PrPC surface inh: 5; Mtb BioA inh: 0.5; FadD28 binding: -3.2; MazF activator: 1; UGM FP inh: 1.3; BoNT F protease: 0; GDH-TPI counter: 4; Rv3671c inh: 1; FBA Mtb inh: -2

Results for Cc1cc(NC(=O)/C=C/c2cccc(F)c2)n(-c2nc3ccccc3[nH]2)n1 ?
PrPC surface inh: 7; FadD28 binding: 2.0; MazF activator: 45; UGM FP inh: -0.4; BoNT F protease: -4; GDH-TPI counter: 6; Rv3671c inh: -7; FBA Mtb inh: 6

How did O=C(CSc1nc2ccc(Nc3nc(N4CCCC4)nc(N4CCCC4)n3)cc2s1)NCc1ccco1 do in these assays?
PrPC surface inh: -3; FadD28 binding: -3.0; MazF activator: -12; UGM FP inh: 0.9; BoNT F protease: inconclusive; GDH-TPI counter: 7; Rv3671c inh: 4; FBA Mtb inh: 3

How did CCC(=O)Nc1cccc(NC(=O)CSc2nc3c(c(=O)n(C)c(=O)n3C)n2C)c1 do in these assays?
PrPC surface inh: 2; Mtb BioA inh: 0.6; FadD28 binding: -0.9; MazF activator: 11; UGM FP inh: -4.0; BoNT F protease: 14; GDH-TPI counter: -7; Rv3671c inh: -1; FBA Mtb inh: 0

What do the screens show for `Cc1ccccc1SCC(=O)NC1CCOC1=O` (stereo unspecified)?
PrPC surface inh: -4; Mtb BioA inh: -0.9; FadD28 binding: -0.4; MazF activator: -2; UGM FP inh: -0.5; BoNT F protease: 2; GDH-TPI counter: -7; Rv3671c inh: 2; FBA Mtb inh: 0

Results for CC(NC(=O)CCCc1ccccc1)c1ccncc1 (stereo unspecified) ?
PrPC surface inh: 0; Mtb BioA inh: 0.2; FadD28 binding: -0.8; MazF activator: 9; UGM FP inh: 0.2; GDH-TPI counter: -4; Rv3671c inh: -8; FBA Mtb inh: 0

What do the screens show for `Cc1ccc(N(CC(=O)NCCSCc2ccco2)S(=O)(=O)c2ccc(C)cc2)cc1`?
PrPC surface inh: -2; Mtb BioA inh: 1.5; FadD28 binding: -5.0; MazF activator: -1; UGM FP inh: -1.2; BoNT F protease: 1; GDH-TPI counter: -5; Rv3671c inh: -8; FBA Mtb inh: -1

How did O=[N+]([O-])c1ccc(C(=Nc2cccc3ccccc23)N2CCOCC2)cc1 do in these assays?
PrPC surface inh: 1; Mtb BioA inh: 0.6; FadD28 binding: -0.3; MazF activator: 1; UGM FP inh: 1.9; BoNT F protease: -4; GDH-TPI counter: 17; Rv3671c inh: 5; FBA Mtb inh: -1

Results for COc1ccc(C2=NN(c3ccccc3)C(c3cn(CCC(=O)O)nc3-c3ccccc3)C2)cc1 (stereo unspecified) ?
PrPC surface inh: -4; FadD28 binding: 1.8; MazF activator: 2; UGM FP inh: -2.6; BoNT F protease: 0; GDH-TPI counter: 9; Rv3671c inh: 4; FBA Mtb inh: 108*

What do the screens show for `O=[N+]([O-])c1ccccc1O[C@@H]1O[C@H](CO)[C@H](O)[C@H](O)[C@H]1O`?
PrPC surface inh: -2; Mtb BioA inh: -1.2; FadD28 binding: -1.6; MazF activator: 1; UGM FP inh: -1.6; GDH-TPI counter: 5; Rv3671c inh: 6; FBA Mtb inh: 2

How did COc1ccc(C(=O)N2CCCCCC2)cc1OC1CCN(C(C)=O)CC1 do in these assays?
PrPC surface inh: -2; Mtb BioA inh: -1.1; FadD28 binding: -1.9; MazF activator: 3; UGM FP inh: 0.5; BoNT F protease: 7; GDH-TPI counter: 1; Rv3671c inh: -4; FBA Mtb inh: -1

Results for CC(C)NC(=S)NNc1nc2ccccc2s1 ?
PrPC surface inh: 1; FadD28 binding: -3.0; MazF activator: 7; UGM FP inh: 0.9; BoNT F protease: -2; GDH-TPI counter: 6; Rv3671c inh: 5; FBA Mtb inh: -3

3 entries picked at random from those above:
What do the screens show for `COc1ccc(-n2c(SCC(=O)Nc3nccs3)nc3sc4c(c3c2=O)CCN(C)C4)cc1`?
PrPC surface inh: -4; Mtb BioA inh: 8.2; FadD28 binding: -2.3; MazF activator: 6; UGM FP inh: -0.5; BoNT F protease: -10; GDH-TPI counter: 32*; Rv3671c inh: -14; FBA Mtb inh: 3

How did O=C(CSc1nc2ccc(Nc3nc(N4CCCC4)nc(N4CCCC4)n3)cc2s1)NCc1ccco1 do in these assays?
PrPC surface inh: -3; FadD28 binding: -3.0; MazF activator: -12; UGM FP inh: 0.9; BoNT F protease: inconclusive; GDH-TPI counter: 7; Rv3671c inh: 4; FBA Mtb inh: 3

Results for Cc1cc(NC(=O)/C=C/c2cccc(F)c2)n(-c2nc3ccccc3[nH]2)n1 ?
PrPC surface inh: 7; FadD28 binding: 2.0; MazF activator: 45; UGM FP inh: -0.4; BoNT F protease: -4; GDH-TPI counter: 6; Rv3671c inh: -7; FBA Mtb inh: 6

Carrying on:
Results for CCc1cc(C=NC2CCCCC2)c(O)s1 ?
PrPC surface inh: 2; Mtb BioA inh: -1.2; FadD28 binding: -1.5; MazF activator: 1; UGM FP inh: 0.0; BoNT F protease: -6; GDH-TPI counter: 15; Rv3671c inh: -7; FBA Mtb inh: -8

How did CCN1CCN(Cc2cc(=O)oc3cc4c(cc23)CCC4)CC1 do in these assays?
PrPC surface inh: -4; Mtb BioA inh: -0.2; FadD28 binding: -3.9; MazF activator: -1; UGM FP inh: 3.0; BoNT F protease: -9; GDH-TPI counter: 8; Rv3671c inh: -6; FBA Mtb inh: 1

What do the screens show for `Nc1c(C(=O)CSc2nccn2-c2cccc(F)c2)c(=O)[nH]c(=O)n1C1CC1`?
PrPC surface inh: -6; Mtb BioA inh: 2.7; FadD28 binding: 0.4; MazF activator: 12; UGM FP inh: -4.4; BoNT F protease: -1; GDH-TPI counter: 0; Rv3671c inh: 0; FBA Mtb inh: -2

Results for C=CCNC(=O)NC(=O)CSc1nc2cc([N+](=O)[O-])ccc2n1-c1cccc(C(F)(F)F)c1 ?
PrPC surface inh: 9; Mtb BioA inh: -0.6; FadD28 binding: -4.0; MazF activator: 2; UGM FP inh: 0.5; BoNT F protease: 2; GDH-TPI counter: 6; Rv3671c inh: 2; FBA Mtb inh: -2

What do the screens show for `COc1ccc(NC(=O)c2oc3cc(C)c(C)cc3c2C)c(OC)c1`?
PrPC surface inh: 5; Mtb BioA inh: 0.9; FadD28 binding: -1.3; MazF activator: 6; UGM FP inh: 0.2; BoNT F protease: -79; GDH-TPI counter: 6; Rv3671c inh: -2; FBA Mtb inh: 3

How did N#Cc1cccc(NC(=O)c2cc(C3CCCCN3C(=O)c3ccccn3)on2)c1 (stereo unspecified) do in these assays?
PrPC surface inh: -4; Mtb BioA inh: 2.2; FadD28 binding: -4.1; BoNT F protease: 6; GDH-TPI counter: -2; FBA Mtb inh: -4

Assay outcomes from PubChem.

An unsorted share of the library; about 4.8% have a hit in one of these screens.
